# GAA glycogen mod: alters human alpha-glucosidase cleavage of glycogen | AID 2100 | 300,000 compounds, 0.38% hits | recombinant GAA, glycogen substrate, Amplex Red glucose oxidase fluorescence | P10253 | Potency, µM (highest dose often 76.4 µM), for the others: at the top dose activity change, negative = inhibition, usual class: inhibitors;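 note: 0% = full enzyme reaction and -100% = no-enzyme basal signal; the screen sought inhibitors and activators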
#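 Recombinant enzyme (4 nM final) with compounds titrated up to 77 uM and bovine liver glycogen (30 ug) in citrate pH 5.0, 0.01% Tween-20, 37 C 40 min. Released glucose detected by Amplex Red/glucose oxidase (Ex 573/Em 610); AC50 from Hill fits.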
# GAA inhib: inhibitors of human lysosomal alpha-glucosidase. Potency, µM (top dose mostly 76.9 µM), for inactives: at the highest dose activity change, negative = inhibition, hits mostly inhibitors. 200,000 compounds, 0.005% hits. purified human GAA, 4-MU-alpha-glucoside fluorescence. P10253;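 note: plate controls were uninhibited enzyme wells for no effect and no-enzyme background for full effect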
#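 AC50 values come from Hill fits of compound titrations (up to 77 uM) against 4 nM human enzyme. Substrate 4-methylumbelliferyl-alpha-D-pyranoside at 400 uM, pH 5.0 citrate buffer, 20 min room temperature; fluorescence Ex 365/Em 440 after alkaline stop.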
# aGal spleen mod: inhibitors or activators of human alpha-galactosidase in spleen homogenate; P06280; human spleen homogenate, 4MU-alpha-Gal fluorescence, 40 min; Potency, µM (highest dose often 80 µM), for the others: top-dose activity change, negative = inhibition, actives largely listed as inhibitors; 240,000 compounds, 0.008% hits;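 note: 0% = enzyme with vehicle and -100% = no enzyme basal signal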
# Target sequence (P06280 32-429 limits assumed): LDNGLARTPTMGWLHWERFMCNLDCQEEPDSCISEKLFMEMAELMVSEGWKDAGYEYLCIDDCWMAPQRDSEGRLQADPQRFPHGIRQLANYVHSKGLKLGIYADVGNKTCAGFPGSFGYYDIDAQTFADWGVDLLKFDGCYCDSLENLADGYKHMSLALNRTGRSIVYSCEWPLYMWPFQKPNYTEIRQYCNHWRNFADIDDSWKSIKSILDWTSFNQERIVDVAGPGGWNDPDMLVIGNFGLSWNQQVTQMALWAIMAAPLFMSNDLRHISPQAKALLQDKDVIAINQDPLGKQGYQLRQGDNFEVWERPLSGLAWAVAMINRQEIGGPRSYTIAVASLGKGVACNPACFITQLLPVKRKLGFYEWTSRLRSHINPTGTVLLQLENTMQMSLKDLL
#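 Human spleen homogenate (1 ug) as enzyme source, 4-methylumbelliferyl-alpha-D-galactopyranoside 1 mM final, citrate/phosphate pH 5.0 with 0.01% Tween-20. Compounds 40 min at 37C, NaOH/glycine stop; fluorescence Ex 365/Em 440, Hill-fit AC50.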
# SMN2 splice enh: enhancers of SMN2 splice variant expression; HEK293 SMN2-luciferase splicing reporter, luminescence, 30-36 h; Potency, µM (titrated, usually from 46.1 µM), inactives show top-dose activity change, positive = activation, hits mostly activators; 210,000 compounds, 2.8% hits; note: % of control where 0% means no effect; nearly all actives have a fitted effect of over 55% in size
#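 HEK293 cells carry an SMN2 minigene-luciferase reporter in which exon 7 inclusion puts luciferase in frame. Cells were seeded at 2000 cells/well, attached for 10-12 hours, then exposed to compounds for 30-36 hours at 37C before ONE-Glo luminescence.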
# ALDH1A1 block: ALDH1A1 (human) enzyme inhibition | P00352 | Purified ALDH1A1, NADH fluorescence, propionaldehyde substrate | Potency, µM (series often up to 75.3 µM), inactives show at the highest dose activity, negative = inhibition, most hits filed as inhibitors | 220,000 compounds, 7.3% hits; active = well fitted inhibition curve with a large enough effect, not every such curve was filed as active; inconclusive = small, poorly fitted or top-dose-only effect, or another doubt; inactive = no such curve, though single readings can be large or run the other way;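 note: plate controls were no enzyme wells and a reference inhibitor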
# GAA spleen mod: inhibits or activates alpha-glucosidase in human spleen homogenate; human spleen homogenate, 4-MU-alpha-glucoside fluorescence; 240,000 compounds, 0.006% hits; P10253; AID 2112; Potency, µM (doses to about 79.9 µM), for inactives: at the highest dose activity change, negative = inhibition, usual class: inhibitors;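 note: 0% = enzyme with vehicle and -100% = no enzyme basal signal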
#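 AC50 values come from Hill-equation fits of concentration-response data, normalized to no-enzyme and full-activity controls. Enzyme source: 1 ug human spleen homogenate; 1 mM fluorogenic 4-MU glucoside, pH 5.0 citrate buffer, 37 C, 40 min.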
# GoLoco inh red: RGS12 GoLoco-Gai1 interaction inhibition. Potency, µM (titrated, usually from 61.6 µM), without a hit: at the highest dose activity, negative = inhibition, actives largely listed as inhibitors. 230,000 compounds, 0.44% hits. AID 880. P63096. Gai1:RGS12 GoLoco peptide FP, rhodamine, 10 min; active = well fitted inhibition curve with a large enough effect, not every such curve was filed as active; inactive = no such curve, though single readings can be large or run the other way; note: % is set by controls: 0 for no effect and ±100 for the full control effect; nearly all actives have a fitted effect of over 30% in size; many of its hits are not listed in these tables
# Target sequence (P63096 whole entry, looked up): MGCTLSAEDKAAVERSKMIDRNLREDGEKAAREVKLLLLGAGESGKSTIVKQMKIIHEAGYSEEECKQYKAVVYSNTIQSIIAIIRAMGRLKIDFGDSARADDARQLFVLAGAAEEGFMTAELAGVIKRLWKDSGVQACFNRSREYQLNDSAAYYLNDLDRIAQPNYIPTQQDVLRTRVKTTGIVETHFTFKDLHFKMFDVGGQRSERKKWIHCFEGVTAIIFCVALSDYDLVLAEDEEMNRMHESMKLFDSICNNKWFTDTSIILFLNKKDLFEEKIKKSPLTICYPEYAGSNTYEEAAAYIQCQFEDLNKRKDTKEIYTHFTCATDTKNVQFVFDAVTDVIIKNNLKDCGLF
# KDM4E inh: blocks human JMJD2E demethylase activity; B2RXH2; JMJD2E catalytic domain, FDH-coupled NADH fluorescence (FDH is formaldehyde dehydrogenase); Potency, µM (doses to about 57.1 µM), inactives show at the top dose activity change, negative = inhibition, most hits filed as inhibitors; 230,000 compounds, 1.6% hits; AID 2147; active = well fitted inhibition curve with a large enough effect, not every such curve was filed as active; inconclusive = small, poorly fitted or top-dose-only effect, or another doubt; inactive = no such curve, though single readings can be large or run the other way;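 note: 0% = wells with enzyme and -100% = buffer wells without enzyme; nearly all actives have a fitted effect of over 50% in size; many of its hits are not listed in these tables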
# Target sequence (B2RXH2 1-337 limits assumed): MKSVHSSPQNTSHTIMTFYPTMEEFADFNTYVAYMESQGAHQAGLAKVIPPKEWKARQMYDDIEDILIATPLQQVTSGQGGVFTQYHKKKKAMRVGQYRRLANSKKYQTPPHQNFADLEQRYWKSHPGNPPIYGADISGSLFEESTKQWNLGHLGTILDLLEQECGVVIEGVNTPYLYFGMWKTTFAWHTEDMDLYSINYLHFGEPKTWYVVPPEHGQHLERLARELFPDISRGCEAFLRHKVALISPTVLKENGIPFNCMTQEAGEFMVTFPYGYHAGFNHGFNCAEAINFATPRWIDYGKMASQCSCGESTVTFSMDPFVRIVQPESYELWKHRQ
# * marks the source's active call; other numbers are inactive results; ? = inconclusive; . = no result given; [ ] = remark or other dose. Unless noted, calls come from the whole dose curve; as a rule, active = well fitted curve in the direction sought with a large enough effect; inconclusive = small, poorly fitted or top-dose-only effect, or another doubt; inactive = no such curve, though single readings can be large; an effect the other way counts as inactive or inconclusive. Potency is the fitted concentration of half-maximal effect.
# Every second line gives: GAA glycogen mod	GAA inhib	aGal spleen mod	SMN2 splice enh	ALDH1A1 block	GAA spleen mod	GoLoco inh red	KDM4E inh
CCN(CC)S(=O)(=O)c1ccc(N2CCOCC2)c(NCC(=O)Nc2ccc(F)cc2)c1
→ 5%	-1%	-2%	7%	-1%	0%	9%	-14%
O=C1Cc2cccc3cccc1c23
→ -2%	5%	5%	-14%	?	1%	0%	?
Cc1nn(C)c(C(=O)Sc2cccc(Cl)c2)c1[N+](=O)[O-]
→ 8%	.	-13%	.	.	4%	-12%	-4%
S=C(NCc1ccccn1)Nc1cccc(Cl)c1
→ -5%	8%	-1%	24%	?	-6%	9%	9%
NC[C@@H]1O[C@@H](O[C@H]2[C@H](O)[C@H](O[C@@H]3O[C@H](CO)[C@@H](O)[C@H](N)[C@@H]3O)[C@@H](N)C[C@H]2N)[C@H](N)C[C@@H]1O
→ .	.	2%[29.1 µM]	-29%[20.6 µM]	5%[20.9 µM]	-1%[29.1 µM]	11%[21.6 µM]	5%[25.5 µM]
Cc1cc2ncn(CCC(=O)NC3CCCC3)c2cc1C
→ -2%	-2%	-11%	12%	11%	.	5%	5%
COc1ccc(CCNc2nc(=S)[nH]c3cc(OC)c(OC)cc23)cc1OC
→ -15%	-2%	2%	.	10%	-3%	6%	3%
CC(=O)Nc1c(C(=O)c2ccc(F)cc2)oc2ccccc12
→ -4%	-5%	5%	-29%	-1%	-8%	2%	-7%
COc1ccc(Oc2ncc3nc(-c4cc(F)cc(F)c4)c(=O)n(C)c3n2)cc1
→ .	.	6%	-17%	?	4%	-6%	.
Cc1nnc(SCC(=O)N2CCN(Cc3ccccc3)CC2)s1
→ 1%	-4%	2%	-3%	-10%	-9%	-5%	6%
COC(=O)C1C(=O)C2=C(CC1C)NC(C)=C(C(=O)OC(C)C)C2c1ccc(C)o1 (stereo unspecified)
→ -10%	-1%	6%	9%	-13%	4%	2%	-6%
Cc1c(C(=O)Nc2ccc(C(=O)O)cc2)cnn1C
→ 3%	-10%	5%	-21%	2%	1%	7%	6%
CC(C)Cc1cc(C(=O)N2CCC(N3CCC(C(=O)N4CCOCC4)CC3)CC2)n[nH]1
→ 5%	?	5%	.	-4%	6%	67%[activator]	5%
O=C(CCCc1nc2ccccc2s1)NC1CCOC1=O (stereo unspecified)
→ 3%	0%	-2%	-5%	4%	.	-2%	12%
O=S1(=O)CC(O)C(Nc2ccccc2Cl)C1 (stereo unspecified)
→ 5%	?	6%	4%	0%	-13%	10%	0%
Cc1ccccc1-n1c(=O)n(CCc2ccccc2)c(=O)c2[nH]cnc21
→ 5%	.	-1%	.	.	-4%	3%	-8%
O=C(Nc1ccccc1)N(Cc1cccnc1)Cc1ccco1
→ -13%	3%	-6%	-3%	1%	-5%	-2%	0%
COc1ccc(N(C)C(=O)c2ccc3c(c2)nnn3C)cc1
→ -6%	6%	5%	.	5%	1%	5%	17%
CCCc1cc(C(=O)Nc2c(C)n(C)n(-c3ccccc3)c2=O)no1
→ -1%	-2%	4%	-5%	-11%	2%	2%	-26%
CCOC(=O)C(O)(C1C(=O)CC(C)(C)CC1=O)C(F)(F)F (stereo unspecified)
→ -2%	5%	6%	.	-14%	0%	.	-8%
CCOC(=O)c1ccc(CNC(=O)CSc2nnc(-c3ccncc3)o2)cc1
→ -2%	8%	13%	-14%	?	-1%	-1%	9%
Cc1ccccc1-c1nnn(CC(=O)NCc2ccc3c(c2)OCO3)n1
→ 10%	-1%	2%	6%	?	-2%	9%	-6%
Cc1cccc(C)c1NC(=S)NCc1ccccc1
→ -12%	?	4%	.	-7%	0%	5%	-6%
Cc1cccc(OCc2n(CC(=O)OC3CC(C)CCC3C(C)C)c3ccccc3[n+]2C)c1 (stereo unspecified)
→ -17%	-12%	6%	.	-15%	-4%	1%	-9%
Nc1nc(SCC(=O)NCc2ccccc2)[nH]c(=O)c1NC(=O)c1ccccc1F
→ 1%	-1%	11%	24%	5%	-13%	-3%	-3%
Cc1ccc2nc(NCC(=O)NN)nc(-c3ccccc3)c2c1
→ -5%	.	9%	.	.	6%	-2%	?
Cc1ccc(NC(=O)CN(C)S(=O)(=O)c2cnc[nH]2)cc1C
→ -8%	?	8%	28%	6%	-3%	-2%	3%
COc1ccc(-c2nc(CN3CCC(c4ccccc4)CC3)c(C)o2)cc1OC
→ -5%	?	6%	.	7%	4%	20%	-12%
COc1ccc(NC(=S)Nc2nc(CC(=O)Nc3ccccc3OC)cs2)cc1
→ -20%	-8%	-12%	-37%[inhibitor]	?	-15%	-2%	-4%
Cc1ccc(N2CC(=O)N(NC(=O)CN3CCN(c4ccccc4)CC3)CC2=O)cc1
→ -6%	.	-2%	.	.	-3%	-1%	5%
COc1cc2[nH]c3c(=O)n(CCN4CCCCC4)cnc3c2cc1OC
→ -1%	-4%	-10%	11%	?	-10%	-4%	?
O=[N+]([O-])c1ccccc1Nc1ccc(O)cc1
→ 10µM*	7%	3%	-11%	-3%	-19%	12%	8%
O=C(NC(=S)Nc1ccccc1C(=O)O)c1ccc2ccccc2c1
→ -6%	.	4%	.	.	0%	2%	?
CCCCNC(=O)CCn1c(=O)c2ccccc2n(CC(=O)N2CC(C)CC(C)C2)c1=O (stereo unspecified)
→ 1%	-5%	1%	-18%	-3%	10%	3%	5%
O=C(c1csc2c1CCCC2)N1CCCCC1
→ 2%	-6%	8%	15%	0%	-9%	4%	7%
CCOC(=O)C1(Cc2ccc(OC)cc2)CCN(C(=O)CCN2CCCC2=O)CC1
→ -3%	11%	-1%	.	?	-12%	-5%	7%
CCOC(=O)C1=C(COC(=O)C2(C)CC2(Cl)Cl)NC(=O)NC1c1ccccc1 (stereo unspecified)
→ 1%	-9%	-10%	25%	?	-10%	29%	8%
CC(C)(C)c1cc(NC(=O)c2cccc([N+](=O)[O-])c2)no1
→ 5%	5%	-7%	2.8µM*	0%	-2%	-8%	-1%
COC(=O)c1ccc2c(c1)C(C)(C)C(/C=C/c1ccc(O)cc1)=[N+]2C
→ 1%	0%	9%	-93%	?	8%	130%[activator]	43%
Cc1ccccc1-n1c(Cn2c(=O)sc3ccccc32)nnc1SC(C)C
→ 1%	5%	7%	-22%	-4%	5%	2%	6%
CN(Cc1ccccc1)S(=O)(=O)c1ccc(Cl)c(C(=O)NCCc2ccccn2)c1
→ 2%	-1%	4%	-12%	-5%	-10%	4%	-7%
COC(=O)CCCSc1nccn1-c1ccccc1
→ -10%	6%	2%	5%	-13%	4%	9%	12%
NC(=O)CSc1nc(C23CC4CC(CC(C4)C2)C3)nc2ccccc12
→ -5%	-7%	9%	.	?	7%	-3%	-5%
C/C(=N\Nc1ccc(F)cc1F)c1ccc(F)cc1
→ -10%	-3%	-2%	3%	?	-9%	14%	-5%
CCN(C(=O)COC(=O)c1ccc(COc2ccc3c(C)cc(=O)oc3c2)cc1)C1CCS(=O)(=O)C1 (stereo unspecified)
→ 6%	7%	7%	.	?	11%	3%	?
CCCCc1nnc(NC(=O)CSc2nc(O)c(Cc3ccccc3)c(=O)[nH]2)s1
→ -2%	-9%	5%	-50%	?	0%	5%	-8%
CCNC(=O)CC1C(=O)N(CC)C(=S)N1NC(=O)c1cccnc1 (stereo unspecified)
→ -16%	-2%	-1%	-13%	-1%	0%	-3%	9%
CC(C)(C)n1nnnc1C(c1ccc(C#N)cc1)N1CCCC2(CCCCC2)C1 (stereo unspecified)
→ -10%	1%	7%	-31%[inhibitor]	0%	7%	10%	3%
CC(C)OC(=O)CSc1nnc(SCc2cccc3ccccc23)s1
→ 0%	-16%	4%	-2%	?	-1%	5%	-9%
CCOC(=O)Nc1sc(C)c(C)c1C(N)=O
→ -8%	6%	7%	-3%	3%	8%	2%	-1%

# Next section.
# Every second line gives: GAA glycogen mod	GAA inhib	aGal spleen mod	SMN2 splice enh	ALDH1A1 block	GAA spleen mod	GoLoco inh red	KDM4E inh
COc1cc2c(cc1OC)-c1cc(NCc3ccccn3)nc(=O)n1CC2
→ -3%	10%	-7%	1%	?	4%	6%	?
Cc1cc(S(=O)(=O)NC(C)C)ccc1OCC(=O)N1CCOCC1
→ 8%	-6%	-3%	-8%	34%[activator]	-2%	0%	4%
Cc1cc(C)c2c(c1)/C(=N/NS(=O)(=O)c1ccccc1)CCC2
→ -13%	-5%	2%	5%	?	2%	-12%	135%[activator]
CCc1ccc(C2=Nn3c(nnc3-c3cccs3)SC2)cc1
→ -4%	-12%	-4%	-15%	-7%	8%	7%	-7%
CN(Cc1ccccc1)S(=O)(=O)c1ccc(OCC(=O)Nc2cccc([N+](=O)[O-])c2)cc1
→ 16%	3%	-12%	.	4%	-7%	.	7%
O=C(NC1CCCC1)C(c1ccccc1F)N(C(=O)Cc1cccs1)c1ccc2c(c1)OCCO2 (stereo unspecified)
→ 7%	0%	5%	16%[1.84 µM]	9%	-3%	14%	-1%
CCC(=O)c1ccc(OCC(O)Cn2nnc3ccccc32)cc1 (stereo unspecified)
→ ?	-3%	3%	?	1%	5%	11%	6%
CC(=O)Nc1ccc(S(=O)(=O)N(C)c2ccc(OCC(=O)OCC(=O)NCc3ccco3)cc2)cc1
→ 0%	.	2%	.	.	-1%	12%	-9%
O=C(O)CCCCCn1c(SCC(=O)Nc2ccc(F)cc2)nc2ccsc2c1=O
→ -17%	4%	-21%	-25%	1%	3%	0%	2%
COc1ccccc1NC(=O)Cn1nnc(-c2ccccc2NC(=O)c2cc3ccccc3oc2=O)n1
→ -1%	-8%	-3%	5%	8%	6%	8%	7%
Cc1cccc(CC2S/C(=N/N=C/c3ccco3)NC2=O)c1 (stereo unspecified)
→ -5%	-12%	5%	.	-3%	1%	16%	7%
CC(=O)SC(C)CC(=O)NCc1ccccc1 (stereo unspecified)
→ -1%	-4%	-6%	-1%	1%	-8%	14%	-1%
CCN(CCO)c1nc(SC)nc2c1sc1nc(-c3ccco3)c3c(c12)CCC3
→ 2%	-1%	-11%	-11%	2µM*	7%	33%[activator]	3.5µM*
CCCCCn1c(N2CCOCC2)nc2c1c(=O)n(CC(N)=O)c(=O)n2C
→ -3%	-11%	-8%	-1%	3%	-8%	8%	-6%

# Assay outcomes (PubChem)

# Not all compounds are listed; rates above refer to the full screens.
